S3 lipid droplet – qHTS Assay for Lipid Storage Modulators in Drosophila S3 Cells; Drosophila S3 cells, BODIPY lipid droplet fluorescence, 18-24 h; cells fed with added oleic acid; lipid storage change, negative = inhibition, % at the top dose, mostly 46.1 µM; hits show Potency in µM; 320,000 tested, 0.64% active; active means well fitted inhibition curve with a large enough effect in the signal ratio, with a control signal flat, not every such curve was filed as active; inconclusive means small, poorly fitted or top-dose-only effect, or effect the other way, or a change in a side signal; the % refers to the signal ratio
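Drosophila S3 cells got compounds at several concentrations plus oleic acid (400 uM solution). Laser-scanning cytometry with 488 nm excitation read lipid droplets at 500-530 nm and cells at 575-640 nm. Percent activity was relative to 20 uM Triacsin C.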
S3 lipid droplet cell count max – recorded beside S3 lipid droplet, whose call it bears; cell number change, %; measured here: cell count max response;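 cells counted by Cell Tracker Red CMTPX staining in the red channel; peak over a dose series mostly up to 46.1 µM; percent activity relative to internal control wells on each plate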
An asterisk follows results filed as active; i = inactive; ? = inconclusive; · = not tested or not shown; [ ] = remark or other dose. On the % scale 0 is the no-effect control and ±100 the full control effect; potency means the concentration at half of the fitted maximal effect.

Start of the listing, in advance, 7 compounds:
SMILES	S3 lipid droplet	S3 lipid droplet cell count max
CNc1snc(C)c1C(=O)OCC(=O)c1ccc(OC)c(F)c1	?	·
CC(C)NC(=S)N1CCN(C(c2ccccc2)c2ccccc2)CC1	5%	1
CCN(CC)CCNC(=S)Nc1ccc(F)cc1	4%	-3
CCOC(=O)c1c(-c2ccccc2)csc1NC(=O)CSc1nc(N)cc(N)n1	13%	12
Cc1nc(-c2ccccc2)nc2sc(C(=O)c3ccc(F)cc3)c(N)c12	1%	0
COc1ccc2[nH]cc(C(=O)NCCc3ccccc3)c(=O)c2c1	-12%	9
COc1ccccc1N1CCN(C2CCCN(C(=O)c3oc(C)cc3C)C2)CC1 (centres undefined)	10%	-18

The list itself, repeating the preview:
SMILES	S3 lipid droplet	S3 lipid droplet cell count max
CNc1snc(C)c1C(=O)OCC(=O)c1ccc(OC)c(F)c1	?	·
CC(C)NC(=S)N1CCN(C(c2ccccc2)c2ccccc2)CC1	5%	1
CCN(CC)CCNC(=S)Nc1ccc(F)cc1	4%	-3
CCOC(=O)c1c(-c2ccccc2)csc1NC(=O)CSc1nc(N)cc(N)n1	13%	12
Cc1nc(-c2ccccc2)nc2sc(C(=O)c3ccc(F)cc3)c(N)c12	1%	0
COc1ccc2[nH]cc(C(=O)NCCc3ccccc3)c(=O)c2c1	-12%	9
COc1ccccc1N1CCN(C2CCCN(C(=O)c3oc(C)cc3C)C2)CC1 (centres undefined)	10%	-18
COc1cc(C(=O)NCC(c2cccnc2)N2CCN(c3ccccc3)CC2)cc(OC)c1OC (centres undefined)	?	·
CCc1ccc(NC(=O)C2=CC(c3ccc(OC)c(OC)c3)=NS(=O)(=O)N2C)cc1	?	·
CC1=N/C(=C\c2ccc(OC(C)C)cc2)C(=O)N1c1ccc(C(=O)O)cc1	?	·
CCc1cccc(OCCCCN(CC)CC)c1	?	·
COc1ccc(S(=O)(=O)Nc2ccc3c(c2)OCO3)cc1	i	4
COc1cccc(C(=O)N(CN2CCCC2=O)c2cc(C)on2)c1	12%	-8
O=C(CSc1ncn[nH]1)c1ccco1	3%	4
O=C(Nc1ccccc1Cl)c1cc(=O)c2ccccc2o1	?	·
CN(C)S(=O)(=O)c1cccc(C(=O)Nc2cc(S(=O)(=O)N3CCOCC3)ccc2O)c1	-22%[0.0737 µM]	·
Cc1ccc(-c2nnn(Cc3nc4ccccc4s3)n2)cc1	?	·
CCN(CCCNC(=O)CC1Oc2ccc(C)cc2NC1=O)Cc1ccccc1 (centres undefined)	28%	1
Cc1cc(CN2CCCC(CNC(=O)c3ccc(F)cc3)C2)cc(C)c1O (centres undefined)	-6%	1
COc1ccccc1N1CCN(C2CCCCC2NS(=O)(=O)c2ccc(Cl)cc2)CC1 (centres undefined)	26%	6
Cn1cccc1/C=N/N1CCN(Cc2ccccc2)CC1	?	·
Cc1ccccc1CN(c1ccc(C(=O)NCCC2=CCCCC2)cc1)S(C)(=O)=O	?	·
O=C(NCCCNC(=O)c1ccccn1)c1ccc(F)cc1	?	·
COc1c2ccoc2nc2c(OC)c(OC[C@@H](O)C(C)(C)O)ccc12	?	·
CCCCOC(=O)Nc1ccc(C(=O)OC)cc1	?	·
Cc1ccccc1NC(=O)Cc1nc(CCl)cs1	?	·
O=C(O)c1cccc(CSc2nnc(-c3ccc(Cl)cc3)o2)c1	i	-10
O=C(CNS(=O)(=O)c1cccs1)N1CCc2ccccc2C1	0%	-1
COc1ccc(OCC(O)CN2CCN(CC(O)COc3ccc(OC)cc3)CC2)cc1 (centres undefined)	?	·
COc1ccc(/C=N/NC(=O)Cn2nnc3ccccc32)cc1OC	?	·
COc1ccc(/C=N/NC(=O)CN2CCSCC2)c(OC)c1	?	·
Cc1cc(C)c2nc(NC3=NCN(CCN4CCOCC4)CN3)nc(C)c2c1	26µM*	3.7*
COc1ccc(N2CC(NC(=O)NCCC(C)C)CC2=O)cc1 (centres undefined)	5%	3
Cc1ccccc1NC(=O)Cn1nnc2sc3c(c2c1=O)CC(C)(C)OC3	21%	8
COc1ccc(C2SCC(=O)N2CC23CC4CC(CC(C4)C2)C3)cc1 (centres undefined)	i	3
O=C(COC(=O)c1ccccn1)Nc1ccc(S(=O)(=O)N2CCOCC2)cc1	?	·
CCN1C2=NCCCN2c2ccccc21	?	·
COc1cccc(NC(=O)CN(C)C(C)C(=O)Nc2cc([N+](=O)[O-])ccc2Cl)c1 (centres undefined)	?	·
CCCC(NC(=O)c1c(C)noc1C)C12CC3CC(CC(C3)C1)C2 (centres undefined)	-14%[9.22 µM]	-15
O=C(Nc1ccccc1)c1ccc(NCC2CCCO2)c(S(=O)(=O)N2CCOCC2)c1 (centres undefined)	?	·
CCOc1ccccc1NC(=O)COC(=O)CCOc1cc(C)ccc1C	18%	-14
O=C(O)c1ccc(N=NN2CCCCCC2)cc1	13%	19
CC(NC(=O)C12CC3CC(C)(CC(C)(C3)C1)C2)c1ccncc1 (centres undefined)	i	-13
CC1(C)CC2=C(CO1)C(=S)NC(c1ccccc1)N2CC1CCCO1 (centres undefined)	3%	18
O=C(NCC1CC1)c1cc([N+](=O)[O-])cc([N+](=O)[O-])c1	-22%	-14
O=C(CCCC(=O)OCC(=O)NC1CCCC1)Nc1ccccn1	?	·
Cc1cc(C)c(S(=O)(=O)NCc2cn3ccccc3n2)c(C)c1	i	7
COc1cc(NS(=O)(=O)c2c(C)[nH]c(C)c2C(=O)N2CCCCC2)cc(OC)c1OC	?	·
COc1ccc(/C(O)=C2\C(=O)C(=O)N(CCN(C)C)C2c2cccc(OC)c2OC)cc1Cl (centres undefined)	?	·
O=C(NCCCCCCNC(=O)NCc1ccco1)NCc1ccco1	?	·
Cc1ccc2c(c1)N(CCC(=O)NCCCN1CCCC1)C(=O)C(C)O2 (centres undefined)	i	·
COc1cc(C(=O)NC(C)Cc2ccccn2)ccc1OC1CCN(C(C)=O)CC1 (centres undefined)	i	1
C/C=C/c1ccc(OCC(O)CNCCc2ccc(OC)cc2)c(OC)c1 (centres undefined)	?	·
COc1ccc(CC(=O)NNC(=O)CCc2ccccc2)cc1	-6%	·
Cc1cc(C)n2nc(SCc3ccccc3C(=O)O)nc2n1	-3%	1
Cc1ccc(C(=O)N2CCN(c3cc(=O)[nH]nc3-c3ccccc3)CC2)cc1	15%	·
CCC(C(=O)Nc1cccc(OC)c1)n1nc(C)c2c(C)n(-c3ccccc3)nc2c1=O (centres undefined)	?	·
O=C(COc1ccc2c3c(c(=O)oc2c1)CCCC3)NCCCN1CCCC1=O	i	·
N#Cc1cccnc1Oc1ccccc1	1%	6
CC(=O)c1cc2c(cc1NC(=O)Cc1ccsc1)OCO2	-2%	-28

(cont.)
SMILES	S3 lipid droplet	S3 lipid droplet cell count max
CCc1nnc(NC(=O)C2Cc3ccccc3CN2S(=O)(=O)c2ccc(C)cc2)s1 (centres undefined)	1%	-2
c1csc(-c2cc(N3CCCCC3)c3ccccc3n2)c1	?	·
COc1ccc(NC(=O)CSc2nnnn2C2CC2)cc1S(=O)(=O)N1CCOCC1	?	·
COCCn1nnnc1CN1CCN(c2cccc(C(F)(F)F)c2)CC1	?	·
COc1ccc(OC)c(S(=O)(=O)N2CCN(CC(O)CN3CCOCC3)CC2)c1 (centres undefined)	-6%	-6
C/C(=N\NC(=O)c1cccnc1)c1ccc(-n2ccnc2)cc1	?	·
CC/C(O)=C(\C#N)c1nnc2n1CCCCC2	-2%	-20
CCOC(=O)c1sc(NC(=O)c2ccco2)nc1-c1ccccc1	?	·
COc1cccc(CNC(=O)C2CCCN(S(=O)(=O)c3cnc[nH]3)C2)c1 (centres undefined)	?	·
Cc1ccc(S(=O)(=O)NCC(=O)N2CCCC2)cc1	?	·
CCOC(=O)c1oc2cc(O)c(CC)cc2c(=O)c1-c1ccc2c(c1)OCCO2	i	·
CN(/C=C/C(=O)C(F)(F)F)Cc1ccccc1	7%	-2
COC(=O)N(NC(=O)C(O)(c1ccccc1)c1ccccc1)c1ccc(C)cc1	-26%	-1
NC1=C(c2ccccc2)C(=O)NC1=O	i	2
NC(=S)N/N=C/c1coc2c(ccc3ccccc32)c1=O	4%	8
O=c1ccc(-c2ccc(S(=O)(=O)N3CCN(c4cccc(Cl)c4)CC3)o2)n[nH]1	i	7
COc1ccc(-n2c(COc3ccc(C)cc3)nnc2SCC(=O)O)cc1	i	13
CCc1nc2ccc(C)cc2c(C(=O)NC2CCCCC2C)c1C (centres undefined)	-6%	1
O=c1[nH]ncc2c3ccccc3n(Cc3ccccc3)c12	22%	13
C=CCc1c(C)nn(CC(=O)O)c1-c1ccccc1	?	·
O=C(NC1CCCCC1)C1CCC(=O)N(Cc2cccc(C(F)(F)F)c2)C1 (centres undefined)	?	·
COc1ccc(-n2nc(C(=O)Nc3cc(OC)c(OC)c(OC)c3)c3ccccc3c2=O)c(OC)c1	-18%	·
CCOC(=O)C(NC(=O)c1ccccc1)(OCc1ccccc1)C(F)(F)F (centres undefined)	?	·
C/C(=N\NC(=O)c1cccc(S(=O)(=O)N2CCCC2)c1)c1ccccc1F	-4%[0.0737 µM]	·

4 entries from above, ordered by count of non-hydrogen atoms, smallest number first:
SMILES	S3 lipid droplet	S3 lipid droplet cell count max
C=CCc1c(C)nn(CC(=O)O)c1-c1ccccc1	?	·
O=c1[nH]ncc2c3ccccc3n(Cc3ccccc3)c12	22%	13
CCc1nc2ccc(C)cc2c(C(=O)NC2CCCCC2C)c1C (centres undefined)	-6%	1
O=C(NC1CCCCC1)C1CCC(=O)N(Cc2cccc(C(F)(F)F)c2)C1 (centres undefined)	?	·

Other records:
SMILES	S3 lipid droplet	S3 lipid droplet cell count max
COc1cccc([C@@H]2Oc3ccc(OC)cc3C(=O)[C@H]2OC(=O)N[C@H](C)C2CCCCC2)c1	17%	7
Cc1cc(C(=O)CSc2ncn[nH]2)c(C)n1-c1cccc(S(=O)(=O)N2CCOCC2)c1	?	·
COCCNC(=O)CCn1nc(-c2ccc(Cl)cc2)c2ccccc2c1=O	-2%	10
O=C(c1ccccc1F)N1CCN(Cc2cccc(Cl)c2)CC1	0%	-7
COC(=O)c1sccc1NC(=O)Nc1cc(C)cc(C)c1	?	·
CCOC(=O)C1CCCCN1Cc1cccc(OCc2ccccc2)c1 (centres undefined)	?	·
COCCn1c(-c2ccccc2)nc2oc3cc(OC)ccc3c(=O)c2c1=O	-17%	12
CC(=O)Nc1cccc(C)c1	?	·
C[n+]1cccc(C(=O)Nc2ccccc2)c1	8%	10
CC(C)CNC(=O)COc1cccc(C(=O)NCc2ccccc2)c1	?	·
c1ccc(-c2nc(NCCCN3CCOCC3)c3ccccc3n2)cc1	?	·
CCN(CC)CCn1c2c(c(SCC(=O)Nc3cccc4ccccc34)nc1=O)CCCC2	?	·
Cc1cc(C)c(NC(=O)NC(=O)C(Cl)(Cl)Cl)c(C)c1	?	·
CCOc1ccc(N(Cc2cc3cc(OC)ccc3[nH]c2=O)C(=O)C2CCCO2)cc1 (centres undefined)	?	·
COc1ccc(N2C(=O)CC(N3CCN(S(=O)(=O)c4cc(C)ccc4C)CC3)C2=O)cc1 (centres undefined)	?	·
Cc1ccc2oc(/N=C(\N)NC(=O)C3CC3)nc2c1	?	·
CCOc1ccc(C2/C(=C(\O)c3cccc(OC)c3)C(=O)C(=O)N2c2ccccn2)cc1OC (centres undefined)	-8%	9
C(=C\c1nccc2c1[nH]c1ccccc12)/c1ccccc1	?	·
O=S(=O)(Nc1cc(C(F)(F)F)ccc1N1CCOCC1)c1ccc2ccccc2c1	?	·
COc1ccc(N(CC(=O)NCCSC(C)(C)C)S(C)(=O)=O)c(OC)c1	-9%	-11
COc1cc(NS(C)(=O)=O)c(OC)cc1NC(=O)c1ccccc1	?	·
CCCN(CCC)CCN1C(=O)C2C(C(=O)Nc3cccc(SC)c3)C3C=CC2(O3)C1C(=O)NC1CCCCC1 (centres undefined)	14%	12
COc1ccccc1NC(C)C(=O)N/N=C/c1cccs1 (centres undefined)	?	·
COC(=O)CC1C(=O)NCCN1C(=O)c1ccccc1 (centres undefined)	?	·
COc1cc2c(cc1OC)CN(C(=S)Nc1c(C)cccc1C)CC2	?	·
CCCCn1c(SCC(=O)NCC2CCCO2)nc2ccc(N3CCOCC3)cc2c1=O (centres undefined)	i	·
COc1ccc(-c2noc(CCC(=O)NCCc3ccccc3)n2)cc1OC	?	·
O=C(CNS(=O)(=O)c1ccc(Br)cc1)N1CCN(Cc2ccccc2)CC1	-31%	3
COc1ccc(C2/C(=C(\O)c3ccc4c(c3)OCCO4)C(=O)C(=O)N2CCCN(C)C)cc1 (centres undefined)	-4%	-1
Cc1c(Cl)cccc1NC(=O)COc1ccc(S(=O)(=O)N2CCOCC2)cc1	?	·
Cc1c(NC(=O)COC(=O)C23CC4CC(CC(O)(C4)C2)C3)c(=O)n(-c2ccccc2)n1C	-4%	11
Cc1ccc(C)c(NC(=O)NNC(=O)c2ccc3ccccc3c2O)c1	11%	-2
Cc1cccc(Nc2nnc(SC(C)C(=O)NC3CC3)s2)c1 (centres undefined)	?	·
CC(C)CNC(=O)c1cnn2c(C(F)(F)F)cc(C(F)(F)F)nc12	?	·
O=C(CO/N=C/c1ccccc1OC(F)F)NCc1cccs1	9%	11
COC(=O)c1c(NC(=O)COC(=O)CCc2ccc(S(=O)(=O)N3CCOCC3)cc2)sc2c1CCC2	?	·

Assay outcomes deposited in PubChem BioAssay by National Center for Advancing Translational Sciences (NCATS).

This is a subset; rates above refer to the full screens.
